Screening results as filed in PubChem.
NCI-60 one-dose screen, 48 h, at 10 µM unless noted. Numbers give growth in % (100 = growth as untreated, 0 = no growth, -100 = all killed).
SF-295 = SF-295 CNS cancer cells. hit rate 5.6% among 79,000. AID 1794758
SF-268 = SF-268 CNS cancer cells; hit rate 3.1% among 82,000; AID 1794759
HCT-116 = HCT-116 colon cancer; hit rate 7.3% among 82,000
SF-539 = SF-539 CNS cancer | hit rate 6.8% among 81,000
KM12 = KM12 colon cancer cells; hit rate 5% among 82,000
SNB-19 = SNB-19 CNS cancer cells. hit rate 2.5% among 81,000. AID 1794751
U251 = U251 CNS tumor cells. hit rate 5.4% among 80,000. AID 1794753
HCC-2998 = HCC-2998 colon cancer. hit rate 4.7% among 79,000
SNB-75 = SNB-75 CNS cancer | hit rate 5% among 79,000 | AID 1794750
Numbers without * were called inactive; . = not tested or not shown; & = joins results of further samples; [ ] = dose if it differs, or a comment. How the source made its calls: active means growth percent below 10; inactive means the rest.

Short keys: A = SF-295; B = SF-268; C = HCT-116; D = SF-539; E = KM12; F = SNB-19; G = U251; H = HCC-2998; I = SNB-75
Molecule: CN1C(=O)N(C)C2Nn3c(s/c(=C\c4ccccc4)c3=O)=NC21 (centres undefined)
  A: 104; B: 94; C: 89; D: 100; E: 97; F: 96; G: 96; H: 104; I: 71

Molecule: N#C/C(=C\n1ccc(=O)[nH]c1=S)C(N)=O
  A: 101; B: 96; C: 107; D: 105; E: 102; F: 104; G: 98; H: 100; I: 93

Molecule: Cc1c2ccccc2nc2cc3c(cc12)[C@H]1CC[C@]2(C)C(=O)CC[C@H]2[C@@H]1CC3
  A: 100; B: 89; C: 90; D: 97; E: 95; F: 85; G: 92; H: 109; I: 66

Molecule: CS(=O)(=O)Nc1cncc(-c2ccc3ncnc(Nc4cncc(Cl)c4)c3c2)c1
  A: 97; B: 68; C: 91; D: 75; E: 85; F: 68; G: 59; H: 95; I: 82

Molecule: CCCCCCCCCCCCOC1CCN(Cc2ccc(Cl)cc2)c2ccc(OC)cc21 (centres undefined)
  A: 98; B: 104; C: 90; D: 94; E: 108; F: 101; G: 106; H: 113; I: 92

Molecule: COc1ccc(-c2cc3c(cc2O)CC[C@@H]2[C@@H]3CC[C@]3(C)[C@@H](O)CC[C@@H]23)cc1
  A: 89; B: 92; C: 82; D: 94; E: 94; F: 89; G: 86; H: 96; I: 76

Molecule: CCN(CC)C(C)C(=O)Nc1cccc(Cl)c1C (centres undefined)
  A: 103; B: 103; C: 104; D: 105; E: 105; F: 107; G: 98; H: 109; I: 100

Molecule: O=C(Nc1ccc(NC(=O)c2ccncc2)cc1)c1ccncc1
  A: 100; B: 104; C: 87; D: 93; E: 101; F: 104; G: 111; H: 115; I: 78

Molecule: CNC(=O)N1N=C(c2ccc(N)cc2)c2cc3c(cc2C(C)C1=O)OCO3 (centres undefined)
  A: 106; B: 107; C: 99; D: 104; E: 109; F: 101; G: 102; H: 107; I: 80

Molecule: O=C(Nc1nc2ccc(Cl)cc2s1)c1ccc(Cl)cc1Cl
  A: 77; B: 111; C: 105; D: 102; E: 111; F: 110; G: 94; H: 97; I: 114

Molecule: Cc1ccc(C)c(S(=O)(=O)NC2c3ccccc3Oc3ccccc32)c1
  A: 98; B: 95; C: 92; D: 97; E: 102; F: 102; G: 92; H: 104; I: 91

Molecule: Cc1cccc(NC(=O)NNC(=O)c2ccncc2)c1NC(=O)NNC(=O)c1ccncc1
  A: .; B: 99; C: 108; D: 102; E: 108; F: 109; G: 105; H: 103; I: 134

Molecule: Cc1c/c(=N\NC(=O)Nc2ccc(F)c(Cl)c2)oc2cc(O)ccc12
  A: 104; B: 104; C: 96; D: 99; E: 107; F: 92; G: 98; H: 86; I: 93

Molecule: COC(=O)C1=NN(c2ccccc2)C2C3N(c4ccccc4)N=C(C(=O)OC)N3c3[nH]c(-c4ccccc4)cc3N12 (centres undefined)
  A: 110; B: 103; C: 76; D: 62; E: 112; F: 92; G: 105; H: 31; I: 83

Molecule: CCCCCCCCCCCCCCCCNCCO[C@@H]1C[C@H](n2cc(C)c(=O)[nH]c2=O)O[C@@H]1C(=O)NCCCC[C@@H](NC(=O)[C@@H](C)NC(=O)[C@@H](CCCCN)NC(=O)[C@@H](C)NC(=O)[C@@H](CC(C)C)NC(=O)[C@@H](CCCCN)NC(=O)[C@@H](C)NC(=O)[C@@H](CC(C)C)NC(=O)[C@@H](CCCCN)NC(=O)[C@@H](CCCCN)NC(=O)[C@@H](C)NC(=O)[C@@H](CC(C)C)NC(=O)[C@@H](CCCCN)NC(=O)[C@@H](C)NC(=O)[C@@H](CC(C)C)NC(=O)[C@@H](CCCCN)NC(=O)CCCCCN)C(N)=O
  A: 98[2.13 µM]; B: 100[2.13 µM]; C: 100[2.13 µM]; D: 99[2.13 µM]; E: 103[2.13 µM]; F: 106[2.13 µM]; G: 93[2.13 µM]; H: 104[2.13 µM]; I: 96[2.13 µM]

Molecule: COc1cc(-c2nc3sccn3c2-c2ccnc(NCCCNS(=O)(=O)c3ccc(F)cc3)n2)ccc1F
  A: 57; B: 74; C: 58; D: 96; E: 74; F: 96; G: 91; H: 96; I: 60

Molecule: CCOC(=O)CCS(=O)(=O)Cc1ccccc1
  A: 103; B: 98; C: 110; D: 98; E: 103; F: 104; G: 99; H: 106; I: 89

Molecule: O=C(CC1C(=O)N(C2CCCCC2)c2nc3ccccc3n21)Nc1cccc(F)c1 (centres undefined)
  A: 100; B: 81; C: 96; D: 111; E: 94; F: 95; G: 92; H: 104; I: 87

Molecule: O=c1onc(-c2cc3ccccc3nc2Cl)n1-c1ccccc1
  A: 86; B: 95; C: 83; D: 94; E: 97; F: .; G: 93; H: 114; I: 58

Molecule: CC(C)OP(=O)(CCC(=O)c1c[nH]c2ccccc12)OC(C)C
  A: 104; B: 101; C: 113; D: 97; E: 100; F: 104; G: 90; H: 97; I: 83

Molecule: C=CCOc1ccnc(OCC=C)n1
  A: 93; B: 101; C: 101; D: 106; E: 102; F: 110; G: 109; H: 97; I: 98

Molecule: C1CCC(OCCOC2CCCCO2)OC1 (centres undefined)
  A: 118; B: 110; C: 105; D: 104; E: 114; F: 101; G: 92; H: 99; I: 116

Molecule: COc1cc(-c2nnc(/C=C/c3cn(-c4ccccc4)nc3-c3ccc(C)cc3)o2)cc(OC)c1OC
  A: 95; B: 79; C: 65; D: 80; E: 89; F: 99; G: 80; H: 108; I: 83

Molecule: CC(=O)Nc1ccc2c(O)cc(S(=O)(=O)O)cc2c1
  A: 100; B: 104&112; C: 98&107; D: 98&103; E: 112&112; F: 93&110; G: 102&99; H: 95; I: 97&89

Molecule: CC1(C)Oc2cc3oc(=O)ccc3cc2C[C@@H]1OCCNc1nnc(-c2ccccc2)s1
  A: 93; B: 81; C: 99; D: 96; E: 98; F: 89; G: 85; H: 96; I: 87

Molecule: C/C(=C\C(C)c1ccccc1)[N+](=O)[O-] (centres undefined)
  A: 110; B: 104; C: 102; D: 118; E: 105; F: 97; G: 101; H: 104; I: 105

Molecule: Cc1ccc(OC(=O)c2ccccc2Cl)cc1
  A: 97; B: 100; C: 88; D: 95; E: 110; F: 105; G: 99; H: 135; I: 78

Molecule: CC1(C)CC(=O)C2=C(C1)N(CCc1ccc(S(N)(=O)=O)cc1)C1=C(C(=O)CC(C)(C)C1)C2c1ccc(Br)cc1
  A: 98; B: 93; C: 92; D: 93; E: 98; F: 97; G: 104; H: 99; I: 92

Molecule: COc1cc2nc(SCC(=O)NNC(=S)NC(=O)c3ccccc3)n(-c3ccc(Cl)cc3)c(=O)c2cc1OC
  A: 42; B: 65; C: 46; D: 73; E: 64; F: 66; G: 49; H: 87; I: .

Molecule: COc1ccc(/C=N/NC(=O)c2c(N)nn(C)c2Nc2ccccc2)cc1OC
  A: 104; B: 98; C: 103; D: 96; E: 99; F: 96; G: 100; H: 105; I: 93

Molecule: CC(=O)NC(C)C(=O)O (centres undefined)
  A: 119; B: 119; C: 109; D: .; E: 117; F: 100; G: 113; H: 85; I: 103

Molecule: O=C1C2=C(CCN(Cc3ccccc3)C2)N2CCN=C2N1Cc1ccc(F)cc1F
  A: 5.3*; B: 40; C: 23; D: 40; E: 45; F: 30; G: 21; H: 34; I: 47

Molecule: Cn1c(C#N)ccc1-c1cccc(NC(=O)c2ccc(F)cc2)c1
  A: 75; B: 95; C: 80; D: 95; E: 91; F: 100; G: 95; H: 105; I: 89

Molecule: O=S(=O)(c1ccccc1)c1ccc(Cl)cc1
  A: 104; B: 101; C: 104; D: 108; E: 100; F: 100; G: 89; H: 106; I: 112

Molecule: CC(=O)N1N=C(c2cc3ccccc3oc2=O)CC1c1cn(-c2ccccc2)nc1-c1ccccc1 (centres undefined)
  A: 102; B: 103; C: 109; D: 108; E: 103; F: 101; G: 105; H: 111; I: .

Molecule: Cc1cc(C)c2c(n1)sc1c(NCc3ccccc3)ncnc12
  A: 106; B: 103; C: 103; D: 98; E: .; F: 101; G: 104; H: 87; I: 98

Molecule: NS(=O)(=O)c1ccc(-n2cc(-c3cccc(NC(=O)c4cc(F)cc(F)c4)c3)nn2)cc1
  A: 97; B: 100; C: 110; D: 105; E: 103; F: 106; G: 99; H: 125; I: 109

Molecule: CCOC(=O)/C(C#N)=C1\CCC=C(C)C1
  A: 97; B: 101; C: 105; D: 109; E: 105; F: 100; G: 99; H: 106; I: .

Molecule: O=S(=O)(O)c1ccc(-c2ccc(S(=O)(=O)O)cc2)cc1
  A: 108; B: 99; C: 104; D: 108; E: 104; F: 109; G: 104; H: 107; I: 103

Molecule: COc1ccc(CCC2(C)OCC(CCCCO)O2)cc1 (centres undefined)
  A: 119; B: 98; C: 103; D: 101; E: 106; F: 98; G: 104; H: 124; I: 94

Molecule: COc1ccc(-c2cc(-c3cc(OC)ccc3OC)nc(SCC(=O)c3ccc(Cl)cc3)c2C#N)cc1
  A: 92; B: 92; C: 76; D: 82; E: 94; F: 94; G: 87; H: 113; I: 56

Molecule: COc1cc(/C=C\c2cc(/C=C\c3ccc(O)c(OC)c3)n(C(=O)CNc3ccc(F)c(Cl)c3)n2)ccc1O
  A: 109; B: 80; C: 78; D: 84; E: 76; F: 81; G: 67; H: 113; I: 74

Molecule: Nc1nn(C(=O)c2ccccc2O)cc1-c1ccc(Cl)cc1
  A: 83; B: 104; C: 90; D: 89; E: 100; F: 93; G: 88; H: 98; I: 48

Molecule: O=C(CSc1nnc(-c2ccc(Cl)cc2)o1)c1ccc(Cl)cc1
  A: 97; B: 111; C: 94; D: 97; E: 109; F: 98; G: 95; H: .; I: 92

Molecule: O=C1c2cccc3cccc(c23)C(=O)N1CC1CO1 (centres undefined)
  A: 104; B: 86; C: 75; D: 102; E: 103; F: 101; G: 99; H: 123; I: 96

Molecule: O=C(Nc1ccc(-c2cc(C(=O)Nc3ccccn3)c3ncccc3n2)cc1)Nc1cc(C(F)(F)F)cc(C(F)(F)F)c1
  A: 40; B: 53; C: 50; D: 69; E: 70; F: 53; G: 48; H: 102; I: 24

Molecule: C/C(=C\CCc1ccoc1)CC/C=C(\C)CCCBr
  A: 98; B: 106; C: 98; D: 100; E: 112; F: 91; G: 83; H: 123; I: 93

Molecule: Cc1nn(-c2ccccc2)c2nc(C)n(C(=O)N/N=C/c3cccc([N+](=O)[O-])c3)c(=O)c12
  A: 101; B: 101; C: 88; D: 105; E: 100; F: 94; G: 93; H: 113; I: 75

Molecule: COc1ccc(NC(=S)Nc2ccccn2)cc1
  A: 95; B: 91; C: 95; D: 109; E: 91; F: 99; G: 94; H: 101; I: 152

Molecule: Cc1c(-c2cn(C3CC3)c3cc(N4CCNCC4)c(F)cc3c2=O)ssc1=S
  A: 95; B: 126; C: 103; D: 109; E: .; F: 112; G: 97; H: 98; I: 80

Molecule: Cc1nc2cc(N)c(Cl)cc2[nH]1
  A: 103; B: 100; C: 100; D: 97; E: 100; F: 108; G: 102; H: 99; I: 92

Molecule: COc1ccc2c(c1)C1=NN(C(C)=O)C(c3cc(OC)c(OC)c(OC)c3)C1CC2 (centres undefined)
  A: 98; B: 105; C: 95; D: 94; E: 93; F: 89; G: 93; H: 99; I: 58

Molecule: Nc1cc(C(F)(F)F)c(-c2cc(N3CCOCC3)nc(N3CCOCC3)n2)cn1
  A: -47*; B: 6.6*; C: -25*; D: -57*; E: -1.2*; F: 0.8*; G: -2.1*; H: -53*; I: -69*

Molecule: c1ccc(CCNc2nc(NCCc3ccccc3)c3ccccc3n2)cc1
  A: 88; B: 92; C: 103; D: 97; E: 103; F: 94; G: 110; H: 112; I: 90

Molecule: CCN(CC)CCOC(=O)C(Cc1cccc2ccccc12)CC1CCCO1 (centres undefined)
  A: 91&94; B: 112&99; C: 97&109; D: 112&104; E: 113&105; F: 101&108; G: 102&108; H: 106&108; I: 90&110

Molecule: CCOC(=O)c1cc(CCCSc2ccc(-c3noc(C(F)(F)F)n3)cc2C)on1
  A: 103; B: 99; C: 108; D: 103; E: 105; F: 99; G: 103; H: 110; I: 97

Record cards, from the list above. Order of screens: SF-295, SF-268, HCT-116, SF-539, KM12, SNB-19, U251, HCC-2998, SNB-75
Cc1nc2cc(N)c(Cl)cc2[nH]1 across the screens: 103, 100, 100, 97, 100, 108, 102, 99, 92
CCOC(=O)c1cc(CCCSc2ccc(-c3noc(C(F)(F)F)n3)cc2C)on1 across the screens: 103, 99, 108, 103, 105, 99, 103, 110, 97
Nc1cc(C(F)(F)F)c(-c2cc(N3CCOCC3)nc(N3CCOCC3)n2)cn1 across the screens: -47*, 6.6*, -25*, -57*, -1.2*, 0.8*, -2.1*, -53*, -69*
Cc1nn(-c2ccccc2)c2nc(C)n(C(=O)N/N=C/c3cccc([N+](=O)[O-])c3)c(=O)c12 across the screens: 101, 101, 88, 105, 100, 94, 93, 113, 75
COc1ccc(NC(=S)Nc2ccccn2)cc1 across the screens: 95, 91, 95, 109, 91, 99, 94, 101, 152
